Compound activity (PubChem BioAssay)
Mdm2 ligase inh: inhibitors of human Mdm2 E3 ubiquitin ligase | Q00987 | cell-based MDM2 ubiquitination luciferase reporter, 2 h; 0 = plate control, 100 = twice control, blank-subtracted | signal enhancement, % at 5 µM | 210,000 tested, 0.11% active | AID 1230;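 active = signal enhancement of 30% or more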;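 note: luminescence tracks abundance of the self-degrading MDM2-luciferase fusion protein; higher signal means inhibition of MDM2 E3 ligase activity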
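System: stable MDM2–luciferase fusion reporter cells / Input: 2000 cells seeded into each well / Schedule: 4 h settle plus 2 h compound, 37 °C / Compound: single-point 5 µM / Buffer or medium: cells held in DMEM / Benchmarks: control and blank well means / Evaluation: percent signal gain over controls, blank-subtracted / Measured by: luciferase luminescence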
FXIIa inh: factor XIIa (human) inhibition | purified FXIIa, Boc-QGR-AMC fluorogenic substrate, 2 h | P00748 | 220,000 tested, 0.3% active | inhibition, % at 5 µM | AID 800; in the data active = inhibition above about 40%;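 note: 0% = enzyme with no compound and 100% = blank without enzyme; many of its hits are not listed in these tables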
Rad51 HR inh: Rad51 (human) homologous recombination inhibition; inhibition, % at 10 µM; 200,000 tested, 0.085% active; hRad51 DNA strand exchange, fluorescence dequenching;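 active = inhibition above 40% at the single screening dose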;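 note: 0% = DMSO control wells and 100% = blanks with heterologous ssDNA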
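Material: hRad51 filaments on single-stranded DNA; Reagent: Donor/quencher-labelled 47-bp dsDNA substrate; Compound: 10 µM final, single point; Schedule: 37 °C 15-min filament assembly, 30-min compound preincubation, 15-min exchange; Technique: FRET fluorescence, excitation 485 nm, emission 520 nm; Benchmarks: control wells and blank wells on each plate.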
KLK5 inh: blocks human kallikrein 5 protease activity. AID 873. inhibition, % at 5 µM. Q9Y337. 210,000 tested, 0.59% active. recombinant hK5, fluorogenic AMC substrate cleavage;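 active = inhibition of 40% or more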;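 note: 0% = enzyme controls without compound and 100% = no-enzyme blanks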
p97 inhibitor: human p97 ATPase inhibition; recombinant p97 ATPase, Kinase-Glo ATP luminescence, 3 h; 220,000 tested, 0.42% active; P55072; AID 1481; inhibition, % at 8 µM; in the data active = inhibition above about 15%;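 note: 0% = DMSO vehicle and 100% = wells lacking enzyme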
Wee1 degr inh: inhibitors of human Wee1 degradation; P30291; HeLa Luc-Wee1K328M stability, luciferase luminescence; 100% = proteasome inhibitor MG132 effect; reporter increase, % at 5 µM; 220,000 tested, 1.2% active; AID 1321;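 active = activation above the mean of all tested compounds plus 3 SD, set per screening run, cut at about 8.8% in these data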;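 note: cells exposed to compound for 20 h before luminescence read; 0% = DMSO alone and 100% = MG132 at 30 µM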
14-3-3 Bad inh: disrupts binding of bovine 14-3-3 zeta to phospho-Bad peptide; TR-FRET 14-3-3zeta/Dy647-pBad peptide displacement, 1 h; inhibition, % at 21.7 µM; 220,000 tested, 0.71% active; AID 781;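 active = inhibition above about 70%, limit read from the data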;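 note: 0% = full 14-3-3 plus peptide FRET controls and 100% = background without 14-3-3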
eIF4E 4G PPI: eIF4E/eIF4G interaction inhibition in translation initiation. AID 782. TR-FRET eIF4E-eIF4GI(517-606) binding, 2 h. P63073+Q04637. 220,000 tested, 0.37% active. inhibition, % at 21.7 µM;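 active = inhibition above about 30%, limit read from the data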;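 note: 0% = full FRET control wells and 100% = background wells lacking eIF4GI fragment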
FXIa inh: blocks human coagulation factor XIa protease activity | purified FXIa, Boc-Glu-Ala-Arg-AMC fluorogenic substrate | inhibition, % at 5 µM | 220,000 tested, 0.14% active;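 active = inhibition of at least 40%; inactive = inhibition below 40%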;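 note: fluorescence of freed AMC excited at 355 nm; 0% = enzyme without compound and 100% = no enzyme blank; many of its hits are not listed in these tables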
Starred values were filed as active, the others as inactive; · = no result given; [ ] = another dose, or the depositor's remark. This is a random part of the collection; 3.5% or so of the library scored in one or more.

structure	Mdm2 ligase inh	FXIIa inh	Rad51 HR inh	KLK5 inh	p97 inhibitor	Wee1 degr inh	14-3-3 Bad inh	eIF4E 4G PPI	FXIa inh
CC1CC(C)CN(C(=O)CSc2nc(Cc3cccs3)nc3ccccc23)C1 (stereo not drawn)	-28	19	7	-5	2	-1	11	-35[fluorescence artefact?]	4
O=C(COC(=O)COc1cccc(F)c1)NCCC1=CCCCC1	-22	3	2	-3	-5	-3	-15	7	-3
CCCOC(=O)c1ccc(NC(=O)C(=O)NCC2CCCO2)cc1 (stereo not drawn)	-8	6	-2	-21	0	-2	-7	-3	-5
C=CCOc1ccc(/C(O)=C2\C(=O)C(=O)N(CCCOC)C2c2ccncc2)cc1 (stereo not drawn)	-8	22	·	31	7	2	4[fluorescence artefact?]	-1	13
CSc1nnc(-c2cc(C)on2)n1-c1ccccc1	-6	13	4	1	1	0	-12	-5	3
COCCCN1C(=O)c2ccccc2C1C(=O)NC1CCCCCC1 (stereo not drawn)	-3	11	·	3	3	-3	2	-9	-1
CC(=O)c1c(C(C)=O)c(C)n(-c2ccc(O)cc2)c1C	-9	-13	1	0	0	2	-19	-2[fluorescence artefact?]	-7
Cc1nn(C)c(C(=O)N2CCc3ccccc32)c1Br	1	2	-1	2	1	-1	-3	0	-6
O=C(Nc1ccccc1O)c1ccc(NS(=O)(=O)c2cccc3cccnc23)cc1	-2	12	·	2	6	-1	-3	1	3
CNc1nc(Nc2ccc(C)c(Cl)c2)nc(N)c1[N+](=O)[O-]	-14	15	0	-2	6	5	3	5	4
CCCCC(=O)NCc1ccc(Cl)cc1	4	4	9	-3	-9	1	0	-24	5
CCOC(=O)c1c(-c2ccc(C)o2)csc1NC(=O)COC(=O)c1cccs1	-1	11	-8	-21	1	-4	8	3	3
CC(=O)NNC(=O)CCn1c2c(c3ccccc31)CCCC2	0	6	·	1	10	0	-2	2	1
Cn1c(Cc2csc(N)n2)nnc1SCC(=O)NCc1ccccc1	1	10	-11	7	-1	-2	-15	4	-3
COc1ccc(C2NC(=O)C(C#N)=C(S)N2c2ccc(C)cc2)cc1OC (stereo not drawn)	-12	3	-7	1	3	0	-2	-6	5
Cc1cc(S(=O)(=O)NCC(c2ccccc2)c2ccccc2)ccc1-n1cnnn1	9	1	-5	-23	-1	-3	7	-3	7
COc1ccc(Oc2nccc(-c3ccc(Cl)cc3)n2)cc1	-11	-4	-3	-3	1	-1	-2	-5[fluorescence artefact?]	-5
COc1cccc(C2c3[nH]c4ccccc4c3CCN2C(=O)Cn2cncn2)c1OC (stereo not drawn)	-4	1	11	7	7	-2	-9	-1	-5
COc1ccc(NC(=O)c2cnc3n(c2=O)CCS3)cc1OC	-24	19	-4	-2	-5	-2	5	-1	10
CCC1CCc2sc(C(=O)O)cc2C1 (stereo not drawn)	-12	11	·	-14	-6	1	-3	2	0
Cc1cc(C)c2c(N)c(C(=O)C(C)(C)C)sc2n1	-46	·	1	0	2	13*	-9	16	1
O=C(CSc1ncnc2scc(-c3ccccc3)c12)NC1CCS(=O)(=O)C1 (stereo not drawn)	-15	10	12	2	4	1	-2	2	13
COc1ccc(S(=O)(=O)Nc2cc3c4c(oc3c3ccccc23)CCCC4=O)cc1	-10	12	-6	-22	5	5	-15	-19	-4
O=C(CCc1n[nH]c(=O)[nH]c1=O)Nc1cccc([N+](=O)[O-])c1	-10	6	31	-8	-1	13*	9	-2	-1
CCOC(=O)Cc1csc(SCC(=O)Nc2sc3c(c2C(N)=O)CCC3)n1	-17	12	-13	-43	2	2	-5	10	-11
Cc1nn(Cc2ccc(Cl)cc2)c(Cl)c1/C=N/NC(=O)CNc1ccccc1F	-25	7	3	-8	-2	4	0	-2[fluorescence artefact?]	29
COC(=O)C1=CN(C2CCCCC2)C=C(C(=O)OC)C1c1ccc2c(c1)OCO2	-4	5	5	0	6	-3	-6	-2	-1
COC(=O)CCC(=O)NNC(=O)Cc1ccccc1	-11	5	6	1	1	2	-5	1	-7
COc1ccc(/C=C/CN2CCCC(CO)(Cc3cccc(Cl)c3)C2)cc1 (stereo not drawn)	6	5	-7	3	0	3	-8	1	-1
Cc1csc2nc(CSc3nncn3-c3ccccc3)c(Br)n12	-12	5	2	-10	-6	-4	-5	1	5
O=C(O)CCCCNS(=O)(=O)c1ccc(Cl)c(C(F)(F)F)c1	-17	3	-1	0	6	1	2	-2	-9
COc1ccc(CN2CCc3ccccc3C2)c(OC)c1OC	-3	10	5	-16	-1	-2	41[fluorescence artefact?]	4[fluorescence artefact?]	0
O=C(NN1C(=O)C2C3C=CC(O3)C2C1=O)c1ccccc1 (stereo not drawn)	-8	7	9	1	3	1	-19	3	-3
COc1cccc(NC(=S)N(Cc2cccc(Br)c2)CC2CCC(C(=O)O)CC2)c1 (stereo not drawn)	-19	4	·	·	-1	8	-5	0	0
NC(=O)CC(NC(=O)c1ccc(Br)cc1)c1ccc(N2CCN(c3ccc(F)cc3)CC2)c([N+](=O)[O-])c1 (stereo not drawn)	11	9	-3	2	·	·	-2	-7	2
CSCCC(N=CC1=C(O)CC(C)(C)CC1=O)C(=O)O (stereo not drawn)	0	-20	11	-20	5	-2	-10[fluorescence artefact?]	-7[fluorescence artefact?]	-2
COc1cccc2c(Cl)c(CCCl)c(C)nc12	1	7	-10	-2	-2	2	10	1	-2
CCC(=O)c1ccc(OCc2ccc(C(=O)c3ccccc3)cc2)cc1	-18	-4	-16	-24	-3	-1	0	-6	-7
c1ccc(NC2=Nc3cccc4cccc2c34)cc1	-5	10	-20	-4	7	3	-1	4	0
C/C(CCN1CCc2nc(-c3ccccc3)c(-c3ccccc3)cc2C1)=N\O[C@@H](C)c1cc(-c2c(C)cc(C)cc2C)no1	·	9	·	-8	-2	-1	-4	-5	3
Cc1nc(C2CCC3C4CCC5=CC(=O)CC[C@]5(C)C4CC[C@]23C)cs1 (stereo partly drawn)	·	8	12	-1	-7	-4	-3	-10	-2
CC(=O)c1c(N2CCOCC2)nc(=O)n(-c2ccccc2)c1C	-9	2	7	-7	-3	0	1	-6	-9
O=C(NCC1CCCO1)C1CCN(C2CCN(C3CCCCCC3)CC2)CC1 (stereo not drawn)	-18	0	-4	-3	1	-2	-6	-2	-6
COc1cc(/C=C(/NC(=O)c2ccccc2)C(=O)Nc2cccc(O)c2)c([N+](=O)[O-])cc1OC	4	3	·	-18	4	0	-2	6	-7
COc1ccc(N(CC(=O)NCc2ccncc2)S(=O)(=O)c2ccccc2[N+](=O)[O-])c(OC)c1	-4	8	9	1	7	0	-10	-1	5
O=C(O)CNC(=O)CC1S/C(=N/N=C2\CSC(=O)N2)NC1=O (stereo not drawn)	-13	12	-3	-14	-3	1	-9	-9	10
COc1ccc(/C=C2/SC(=S)N(CCCC(=O)Nc3ccc(O)cc3)C2=O)cc1	-1	12	12	4	2	1	0	-2	3
Cc1cc(C)c2ccc(=S)[nH]c2n1	-21	4	3	-1	-2	3	-2	-5	-2
O=C(NCc1cccnc1)C1CCC(c2ccc(Cl)cc2)CC1 (stereo not drawn)	-11	5	5	14	-3	0	1	0	-1
Cc1cccc(-c2nc3ccccc3c(=O)n2NC(=O)/C=C/c2ccc([N+](=O)[O-])cc2)c1	3	12	·	-4	7	0	1[fluorescence artefact?]	3[fluorescence artefact?]	6
O=C(N/N=C/c1cc([N+](=O)[O-])ccc1O)c1c[nH]c2ccccc12	-4	8	·	-7	13	5	-3	-5	1
Nn1c(CSc2ccccn2)nc2ccccc2c1=O	-3	6	11	-4	-9	-2	-1	0	-7
Cc1cc(NC(=O)C(C)C)ncc1NC(=O)c1ccccn1	-8	0	15	-8	5	3	-6	3	-7
CN1C(=O)C2(NC(=O)c3ccccc3N2C)c2ccccc21 (stereo not drawn)	·	5	33	1	2	-3	5	-12	-2
Cc1ccc(NC(=O)OCCNC(=O)OC(C)C)cc1	-10	3	4	-15	0	2	3	4	10
COc1ccc(N2C(=O)c3ccc(NC(C)=O)cc3C2=O)cc1	-32	15	-10	-8	4	1	-9	0	-3

Continued:
structure	Mdm2 ligase inh	FXIIa inh	Rad51 HR inh	KLK5 inh	p97 inhibitor	Wee1 degr inh	14-3-3 Bad inh	eIF4E 4G PPI	FXIa inh
CCCC(=O)Nc1ccc2c(c1)nc(CN1CCN(C(C)=O)CC1)n2C	17	21	2	7	-6	3	-8	0[fluorescence artefact?]	16
C/C(=N\NC(=O)c1ccn(C)n1)c1ccc(NC(=O)C2CCCC2)cc1	-3	10	9	0	4	1	-1	3	3
CC(=O)c1ccc(NC(=O)C2CCCN2S(=O)(=O)c2ccc(F)cc2)cc1 (stereo not drawn)	-1	8	5	-2	1	-1	5[fluorescence artefact?]	-1[fluorescence artefact?]	-2
COc1ccc(-n2nc3cc(C)c(NC(=O)c4cccnc4)cc3n2)cc1	-7	5	-7	6	0	-1	12	0	6
COc1ccc(-n2c(Cc3cc(=O)[nH]c(=O)[nH]3)nnc2SCC(=O)N2CCC(C)CC2)cc1	-8	6	0	-15	-8	4	9	1[fluorescence artefact?]	-2
COc1ccc(CNc2nc(-c3cccnc3)nn2C(=O)C(C)C)cc1	-29	3	7	-15	0	2	-7	-2	-2
O=S1(=O)CCC(NC(=S)N2CCCCC2)C1 (stereo not drawn)	-5	10	·	-10	6	1	0	-3	7
Cc1ccccc1C(=O)NNC(=O)C12CC3CC(CC(C3)C1)C2	1	2	-1	-3	7	0	-12	2	-4
FC(F)Sc1ccc(N=C2NN=C(c3ccc4c(c3)OCCO4)CS2)cc1	-14	3	-3	0	5	-2	3	-2	-8
O=C(NCc1ccc2c(c1)OCO2)C1CC(=O)N(CCc2ccccc2)C1 (stereo not drawn)	-10	12	9	-5	-5	1	-8	-1	5
C=CCn1c(CNc2ccccc2)nnc1SCC(=O)N/N=C/c1ccc(O)cc1O	10	6	6	-52	5	1	-9	2	6

Already shown: an excerpt of the list.
structure	Mdm2 ligase inh	FXIIa inh	Rad51 HR inh	KLK5 inh	p97 inhibitor	Wee1 degr inh	14-3-3 Bad inh	eIF4E 4G PPI	FXIa inh
CC1CC(C)CN(C(=O)CSc2nc(Cc3cccs3)nc3ccccc23)C1 (stereo not drawn)	-28	19	7	-5	2	-1	11	-35[fluorescence artefact?]	4
O=C(COC(=O)COc1cccc(F)c1)NCCC1=CCCCC1	-22	3	2	-3	-5	-3	-15	7	-3
CCCOC(=O)c1ccc(NC(=O)C(=O)NCC2CCCO2)cc1 (stereo not drawn)	-8	6	-2	-21	0	-2	-7	-3	-5
C=CCOc1ccc(/C(O)=C2\C(=O)C(=O)N(CCCOC)C2c2ccncc2)cc1 (stereo not drawn)	-8	22	·	31	7	2	4[fluorescence artefact?]	-1	13
